Source: PubChem (several laboratories)
Efflux pump inh: inhibitors of Candida antifungal efflux pumps expressed in yeast; inhibition, % at 10 µM; AID 485275; S. cerevisiae Candida pump triplex, Nile Red efflux; actives 0.44% (n = 330,000);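 active = plate passing quality check with inhibition over a set limit, or well fluorescence over plate mean plus 4 SD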;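 note: Nile Red retained in pooled yeast measured as flow cytometry median fluorescence; 0% = buffer negative control and 100% = Enniatin B positive control; higher means more Nile Red kept so more efflux inhibition; some compounds called inactive have numbers as strong as hits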
PME-1 inh: PME-1 (human) inhibition. AID 2130. actives 0.53% (n = 320,000). recombinant PME-1, FP-Rh probe fluorescence polarization. inhibition, % at 5.9 µM;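 active = inhibition above the campaign mean of all compounds plus 3 SD, cut at about 26% in these data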;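 note: competitive labeling of PME-1 active site by serine hydrolase directed probe; 0% = PME-1 with DMSO and 100% = wells lacking PME-1 enzyme; inhibitors block probe labeling so polarization falls and inhibition rises; many of its hits are not listed in these tables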
GRK2 aptamer HTS: blocks RNA aptamer binding to human GRK2; inhibition of aptamer binding, % at 10 µM; bead flow cytometry, FAM-aptamer displacement from GRK2; P25098; actives 0.59% (n = 330,000);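 active = inhibition of aptamer binding above 40%, roughly 3 SD of noise, on plates passing a quality check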;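 note: median bead fluorescence of bound FAM aptamer so fluorescent compounds give negative values; no value below 0 was filed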
VLA-4 inh: inhibition in a human VLA-4 binding assay; P13612; VLA-4 expressing cells, ligand binding flow cytometry; inhibition, % (about 7 µM as worked out from the volumes in the protocol); actives 0.2% (n = 330,000); in the data active = inhibition above about 50%
MEX-5 binding: C. elegans MEX-5 TCR-2 RNA binding activity. Q9XUB2. MEX-5/FITC-TCR2 RNA binding, fluorescence polarization; active compounds read low. activity score (negative = inhibition of binding), % at 10 µM. actives 0.38% (n = 300,000);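 active = inhibition past about -25% in most replicates, and total fluorescence under double the plate's negative control median, limit read from the data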;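 note: 0% = DMSO and -100% = 5 µM competing unlabeled TCR2 RNA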
Target sequence (Q9XUB2 whole entry, looked up): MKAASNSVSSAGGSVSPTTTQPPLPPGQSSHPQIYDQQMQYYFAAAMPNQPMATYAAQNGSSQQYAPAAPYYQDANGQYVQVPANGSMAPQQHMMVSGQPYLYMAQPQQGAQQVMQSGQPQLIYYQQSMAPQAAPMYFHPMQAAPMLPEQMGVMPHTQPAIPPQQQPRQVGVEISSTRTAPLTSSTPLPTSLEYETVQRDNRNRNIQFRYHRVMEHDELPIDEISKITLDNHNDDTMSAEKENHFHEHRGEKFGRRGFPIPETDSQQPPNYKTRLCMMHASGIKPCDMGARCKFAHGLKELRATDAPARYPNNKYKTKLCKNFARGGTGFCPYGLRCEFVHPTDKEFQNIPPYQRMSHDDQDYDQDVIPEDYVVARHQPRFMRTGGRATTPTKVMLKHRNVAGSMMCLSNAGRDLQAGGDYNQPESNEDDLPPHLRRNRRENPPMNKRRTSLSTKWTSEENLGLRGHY
BCLXL inh: Bcl-xL (human) inhibition; Q07817; GST-Bcl-xL / FITC-Bim BH3 peptide fluorescence polarization; inhibition, % at 10.9 µM; actives 0.7% (n = 320,000);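 active = inhibition above the mean of all tested compounds plus 3 SD, cutoff set per campaign, cut at about 30% in these data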;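 note: 0% = DMSO wells and 100% = unlabeled Bim-BH3 peptide competitor; inhibitors lower millipolarization by displacing the labeled peptide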
Target sequence (Q07817 whole entry, looked up): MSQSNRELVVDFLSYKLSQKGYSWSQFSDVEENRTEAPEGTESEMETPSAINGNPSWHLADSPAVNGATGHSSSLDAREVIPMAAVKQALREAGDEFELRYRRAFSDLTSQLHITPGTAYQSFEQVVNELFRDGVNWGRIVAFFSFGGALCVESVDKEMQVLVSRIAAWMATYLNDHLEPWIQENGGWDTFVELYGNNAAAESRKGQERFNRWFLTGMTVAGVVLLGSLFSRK
GLD-1 TGE inh: GLD-1-TGE RNA interaction inhibition (C. elegans). Q17339. purified GLD-1 + fluorescein TGE RNA, fluorescence polarization. inhibition, % at 5.96 µM. actives 0.44% (n = 320,000);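 active = percent inhibition above a per-plate cutoff, the plate mean of test compounds plus 3 SD, cut at about 30% in these data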;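 note: 0% = DMSO wells with GLD-1 and probe and 100% = wells lacking GLD-1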
MCL1-BIM inh: inhibitors of human MCL1 binding to BIM-BH3 peptide | actives 0.68% (n = 320,000) | inhibition, % at 10.9 µM | GST-MCL1 / FITC-Bim-BH3 fluorescence polarization | Q07820;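 active = inhibition above the mean inhibition of all tested compounds plus 3 SD, set per campaign, cut at about 40% in these data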;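 note: 0% = DMSO wells and 100% = unlabeled Bim-BH3 peptide control; higher means more loss of mP so more displacement of Bim peptide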
Target sequence (Q07820 whole entry, looked up): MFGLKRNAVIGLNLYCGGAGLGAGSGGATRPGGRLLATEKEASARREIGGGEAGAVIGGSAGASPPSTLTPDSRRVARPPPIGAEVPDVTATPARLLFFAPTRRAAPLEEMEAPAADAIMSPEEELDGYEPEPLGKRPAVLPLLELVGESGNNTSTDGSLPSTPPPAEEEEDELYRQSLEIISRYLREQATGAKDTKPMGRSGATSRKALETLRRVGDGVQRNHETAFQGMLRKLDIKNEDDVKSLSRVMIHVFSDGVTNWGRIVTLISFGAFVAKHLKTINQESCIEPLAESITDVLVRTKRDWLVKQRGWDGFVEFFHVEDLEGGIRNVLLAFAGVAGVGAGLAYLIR
Fam108B inh: counter-screen for RBBP9 inhibitors: inhibitors of mouse Fam108B; recombinant Fam108B, FP-Rh probe fluorescence polarization; inhibition, % at 9.51 µM; actives 0.33% (n = 300,000); AID 1947;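 active = inhibition above the screen mean inhibition plus 3 SD, computed separately per campaign, cut at about 18% in these data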;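 note: inhibitors lower polarization as less probe binds the enzyme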
* hit, by the source's call; x = not tested or not shown.

SMILES | Efflux pump inh | PME-1 inh | GRK2 aptamer HTS | VLA-4 inh | MEX-5 binding | BCLXL inh | GLD-1 TGE inh | MCL1-BIM inh | Fam108B inh
COc1ccc(COC(=O)c2sc3nc4n(c(=O)c3c2C)CCC4)cc1 | 0.1 | -14 | 1 | -10 | 2.3 | 1 | -8 | 7 | -3
O=C(Nc1ccccc1)NC1CCCc2ccccc21 (stereo unspecified) | 0.3 | -6 | 0 | 2 | 1.5 | 1 | -1 | 6 | 3
Cn1cccc1CC(=O)NNC(=S)NC(=O)c1ccc(F)cc1 | -0.1 | -3 | 4 | -13 | 1.7 | 12 | 6 | 11 | 2
Cc1ccccc1NC(=O)C1CCN(C(=O)NC2CCCCC2)CC1 | -0.1 | 1 | 2 | 2 | 1.7 | 3 | 3 | 3 | 0
C#CCOCCOCCOCCNc1nc(N2CCN(C(=O)[C@H]([C@@H](C)CC)n3cc([C@@H](N)Cc4ccc(O)cc4)nn3)CC2)nc(N2CCN(C(=O)[C@H](CCCCN)n3cc([C@@H](N)CC(C)C)nn3)CC2)n1 | 0.2 | 1 | 0 | 25 | 0.3 | -1 | -1 | 2 | 7
CCC(=O)N1CCN(c2ccnc3cc(Cl)ccc23)CC1 | 0.1 | -3 | 0 | 10 | 0.6 | 3 | 0 | -1 | 0
O=C(CSc1nnc(Cc2ccccc2)o1)NCCc1ccccc1 | 0.1 | 4 | 0 | 17 | 1.6 | -2 | -2 | 15 | 7
Cc1ccc(NC(=S)NCC2CCN(C(C)c3ccccc3)C2)cc1C (stereo unspecified) | 0.0 | -5 | 0 | 14 | -0.7 | -1 | -4 | 2 | 4
Cc1ccccc1SCCNC(=O)CCc1ccccc1 | 0.1 | 3 | 0 | 23 | -0.4 | 3 | -1 | -9 | -2
COc1ccc(-n2c(C)nnc2SCC(=O)N2CCOCC2)cc1 | 0.3 | -1 | 0 | 3 | 1.8 | 4 | -1 | 6 | 0
O=C(NNC1=C(C(=O)C(F)(F)F)CCC1)c1ccncc1 | 0.5 | 3 | 1 | 22 | -15 | 5 | 9 | 12 | 0
CCC(NC(=O)C1CCC1)c1ccc(C)cc1 (stereo unspecified) | -0.2 | 4 | 0 | 18 | 2.7 | 2 | 2 | -1 | 0
Cc1nnc(SCc2nnc(-c3ccccc3Br)o2)n1-c1ccccc1 | 0.1 | -4 | 0 | 8 | 0.5 | -2 | 1 | -1 | -4
Cn1nc(C(F)(F)F)c(C(=O)Nc2ccc(F)cc2F)c1Sc1ccc(C(F)(F)F)cc1 | -0.2 | -7 | 2 | 6 | -0.4 | -3 | 3 | -3 | -6
CC1CCC(NC(=O)C2CCC(CNS(=O)(=O)c3cccc4nsnc34)CC2)CC1 (stereo unspecified) | 0.2 | 2 | 1 | 40 | -0.3 | 3 | 6 | 2 | 0
CCOc1ccccc1CNc1nc2ccccc2n1C | -0.1 | -4 | 2 | 14 | -1.3 | 2 | 6 | 3 | 0
CN(CC(=O)Nc1ccc(N2CCOCC2)cc1)Cc1c(O)ccc2ccccc12 | 0.0 | 8 | 0 | 35 | -3.0 | 13 | 2 | 12 | -1
Cc1c(O)ccc(C(=O)CN2CCN(c3ccccc3)CC2)c1O | 0.0 | 9 | 0 | -1 | -1.8 | 7 | 5 | 10 | 0
COc1ccc(-c2noc(CCC(=O)N(C)c3cccc(C)c3)n2)cc1 | 0.0 | 1 | 0 | 4 | -0.1 | 4 | 2 | 3 | -4
CN1CCN(CCNC(=O)Nc2ccc([N+](=O)[O-])cc2)CC1 | -0.1 | 9 | 0 | 8 | -1.7 | 4 | -4 | 2 | 2
COc1ccc(C(=O)N=c2sc3ccccc3n2C)cc1 | 0.0 | -23 | 0 | -17 | -0.9 | -1 | 2 | 0 | -5
Cc1cccc(OCCNC(=O)c2ncn[nH]2)c1 | -0.1 | -1 | 0 | 5 | 5.1 | 3 | -2 | 1 | 2
COCCn1c(SCC(=O)NC(C)c2ccc(F)cc2)nc2ccccc21 (stereo unspecified) | -0.1 | -2 | 0 | 15 | 2.2 | -5 | 11 | -5 | 7
Cc1nn(Cc2ccccc2Cl)c2sc(C(=O)Nc3ccccc3N3CCOCC3)cc12 | 0.2 | -1 | 3 | 10 | -3.1 | 6 | 5 | 5 | -6
Oc1ccc(Cl)cc1C1=NNC(c2cc(Br)cc3c2OCOC3)C1 (stereo unspecified) | 0.1 | -8 | 0 | -6 | 1.7 | -5 | -10 | -8 | -1
CC(C)CNC(=O)c1ccc2c(c1)C(=O)N(Cc1ccco1)C2=O | 0.1 | -2 | x | 4 | 1.9 | 4 | 0 | 1 | -5
Cc1cccc(NC(=S)NC2CC3CCC(C2)N3Cc2ccco2)c1C (stereo unspecified) | -0.1 | 3 | 0 | 15 | 1.3 | 7 | 4 | 6 | -1
CC(=O)Nc1ccc(S(=O)(=O)NCCC(=O)Nc2ccc(C)c(F)c2)cc1 | -0.1 | -4 | 1 | -3 | 1.1 | 3 | 0 | 1 | 0
COc1ccc(C)cc1NC(=O)c1[nH]c(C)c(C(C)=O)c1C | 0.0 | 4 | 2 | 15 | -0.6 | 10 | 4 | 4 | -3
COCCNC(=O)Cn1c(=O)n(CCCC(=O)NCc2ccc3c(c2)OCO3)c(=O)c2sccc21 | 0.0 | 3 | 4 | 15 | -0.3 | 1 | 4 | 4 | -4

Overlap with the part before: three entries, followed by the next part.
SMILES | Efflux pump inh | PME-1 inh | GRK2 aptamer HTS | VLA-4 inh | MEX-5 binding | BCLXL inh | GLD-1 TGE inh | MCL1-BIM inh | Fam108B inh
CC(=O)Nc1ccc(S(=O)(=O)NCCC(=O)Nc2ccc(C)c(F)c2)cc1 | -0.1 | -4 | 1 | -3 | 1.1 | 3 | 0 | 1 | 0
COc1ccc(C)cc1NC(=O)c1[nH]c(C)c(C(C)=O)c1C | 0.0 | 4 | 2 | 15 | -0.6 | 10 | 4 | 4 | -3
COCCNC(=O)Cn1c(=O)n(CCCC(=O)NCc2ccc3c(c2)OCO3)c(=O)c2sccc21 | 0.0 | 3 | 4 | 15 | -0.3 | 1 | 4 | 4 | -4
Cc1cc(C(=O)OCc2nc3ccccc3s2)c(C)o1 | -0.1 | -4 | 0 | -17 | 1.2 | 3 | -2 | 2 | 11
Clc1cccc(-c2nc(NCCCN3CCOCC3)c3ccccc3n2)c1 | -0.3 | -6 | 0 | 6 | 0.2 | 8 | 2 | 1 | -5
O=C(N1CCOCC1)N1CCN(c2ccccc2)CC1 | 0.0 | -2 | 0 | -1 | 0.8 | 6 | 4 | 8 | 4
CCC(=O)N1CCN(c2ccc(NC(=O)COc3ccccc3Cl)cc2)CC1 | 0.0 | 8 | 0 | 6 | 1.0 | -2 | 1 | 4 | 1
Cc1cc2oc(=O)cc(CN3CCN(Cc4ccccc4)CC3)c2cc1Cl | 0.0 | 6 | 8 | 2 | -0.8 | -4 | -4 | -20 | 0
COc1ccc(S(=O)(=O)Nc2cccc(N(C)S(C)(=O)=O)c2)cc1Br | 0.1 | 4 | 2 | -6 | x | 4 | 2 | -1 | 2
CCOCCn1c(CN2CCC(Cc3ccccc3)CC2)nc2c1c(=O)n(C)c(=O)n2C | 0.0 | 2 | 1 | -7 | -0.9 | 9 | 0 | 7 | 4
COc1cc(NC(=O)c2ccccc2F)c(OC)cc1NC(=O)CN1CCCCC1 | 0.5 | 4 | 1 | 3 | -0.1 | -3 | -8 | 3 | 4
Cc1ccccc1CSCC(=O)Nc1c(C)n(C)n(-c2ccccc2)c1=O | 0.3 | -2 | 0 | 26 | 3.1 | -1 | -3 | 2 | 2
CCCc1nc2ccccc2n1CCOC | 0.1 | -9 | 2 | 16 | 1.7 | 7 | 9 | 4 | -2
N/C(=N\OC(=O)CCc1ccccc1)c1ccc(Cl)cc1 | 0.0 | 0 | 1 | 0 | -0.6 | -1 | -4 | 64* | -2
C=CC1=C2C=C(C3CC3)N(CC3CC3)C=C2C(=O)C(C)(OC(=O)c2ccco2)C1=O (stereo unspecified) | -0.1 | 2 | 1 | 0 | -8.9 | 24 | 15 | 22 | -5
O=C(CN1C(=O)NC2(CCCCC2)C1=O)Oc1ccc2c(C(F)(F)F)cc(=O)oc2c1 | 0.0 | -3 | 4 | 0 | 1.0 | 33* | 59* | 39 | -2
Cc1ncc([N+](=O)[O-])n1CC(=O)N/N=C/c1ccccc1F | 0.1 | -4 | 4 | 8 | 1.5 | 2 | 3 | 0 | 1
CC1CN(c2nc3ccccc3cc2-c2ccccc2)CC(C)O1 (stereo unspecified) | 0.1 | -4 | 0 | -1 | 0.1 | 6 | 3 | 6 | 3
C/C=C\C=C/C(=O)Nc1cccc(C2=NOC3(C2)C[C@@H](C(N)=O)N(C(=O)CCCCC)C3)c1 (stereo partly specified) | 0.0 | -4 | 0 | 9 | 2.7 | 10 | 0 | -5 | 1
O=C(Cn1nnc2ccccc21)OCC(=O)c1ccc(F)cc1 | 0.0 | -6 | 1 | 12 | x | 4 | 5 | 4 | 0
COc1ccc(CN2C(=NC(=O)c3ccccc3)SC3CS(=O)(=O)CC32)cc1 (stereo unspecified) | -0.3 | 3 | 0 | 0 | -3.2 | 8 | 3 | 4 | -2
CCn1c(Cc2ccccc2)nnc1SCC(=O)Nc1nc2ccccc2s1 | -0.1 | 0 | 1 | 6 | 0.2 | -1 | 2 | -10 | -2
COc1cccc(N2C(=O)CN(Cc3ccccc3)C2=S)c1 | 0.1 | 4 | 1 | 7 | 1.8 | 4 | 3 | 12 | 3
Cc1ccc(C)c(NC2=C(Cl)C(=O)OC2OC(=O)c2ccco2)c1 (stereo unspecified) | 0.1 | 2 | 0 | 14 | -2.7 | -3 | -3 | -1 | -2
CCCc1noc(-c2ccc(-c3ccccc3)cc2)n1 | -0.1 | 0 | 2 | 17 | 1.5 | 3 | 2 | 3 | 2
COc1ccc(-n2c(C)cc(C(=O)CSc3nn4c(=O)c(C(C)(C)C)nnc4s3)c2C)cc1 | 0.5 | 5 | 5 | -10 | -2.4 | 4 | -2 | 4 | -4
C#CCOc1ccc(/C=N/NC(=O)c2cccnc2)cc1OCC | 0.0 | 0 | 2 | 3 | 0.1 | 9 | 5 | 2 | 0
CCOC(=O)c1c(S(=O)(=O)NCC(=O)Nc2ccccc2OC)c(C)n(C)c1C | -0.1 | -2 | 0 | 4 | -0.2 | 2 | 7 | 1 | -3
COc1ccc(C)cc1-n1c(C)cc(C=O)c1C | -0.1 | -13 | 0 | -6 | 0.1 | 0 | -4 | 6 | -2
O=C(NCc1ccc(Cl)cc1)C1CCCN(C(=O)c2ccc(Cl)cc2)C1 (stereo unspecified) | 0.1 | -3 | 2 | 11 | x | -1 | 3 | -8 | x
Cc1nc(SCCC(=O)O)c2ccccc2n1 | -0.2 | 0 | 1 | -4 | 2.6 | 0 | -1 | 5 | 1
Cc1ccc(O)c(NC(=O)c2ccc3c(c2)C(=O)N(Cc2cccnc2)C3=O)c1 | -0.3 | 8 | 0 | -56 | -1.1 | -2 | -3 | -6 | 1
O=C(CO/N=C/c1ccccc1OC(F)F)NC1CCCCC1 | 0.0 | 0 | 2 | -3 | -1.5 | 2 | 3 | 6 | 3
CC(Cc1cccs1)NC(=O)c1cccs1 (stereo unspecified) | -0.1 | 2 | 2 | 6 | 2.9 | -2 | -1 | -6 | -4
Cc1ccc(C)c(NC(=O)C2C(c3ccccc3)C2(Cl)Cl)c1 (stereo unspecified) | -0.1 | -4 | 1 | -13 | 0.6 | -1 | 1 | 1 | -3

These rows are one share of the data; rates above refer to the full screens.
